# HT1080 IDH1KD tx = toxicity to HT-1080 IDH1 knockdown cells (counter line); AID 686971; 360,000 tested, 2% active; Potency, µM (doses to about 46.1 µM), without a hit: top-dose activity, negative = toxicity, actives largely listed as cytotoxic; HT-1080 IDH1 knockdown viability, ATP luminescence, 48 h;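 note: 0% = DMSO wells and -100% = cell-free medium wells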
#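 Assay cells: HT-1080 with IDH1 knockdown, 750 per well, RPMI/5% FBS. Exposure: 48 h at 37 °C following 2 h pre-incubation. Read: CellTiter-Glo luminescence; fitted concentration-response, curve class assigned.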
# GLP-1R inv ag = acts as inverse agonist at human GLP-1 receptor; P43220; 410,000 tested, 1.6% active; HEK293 GLP-1R CRE-luciferase, luminescence, 24 h; GLP-1R form is constitutively active; Potency, µM (titrated, usually from 38.3 µM), for the others: at the highest dose activity change, negative = inhibition, actives largely listed as inhibitors; note: % is set by controls: 0 for no effect and ±100 for the full control effect; nearly all actives have a fitted effect of over 55% in size
# Target sequence (P43220 whole entry, looked up): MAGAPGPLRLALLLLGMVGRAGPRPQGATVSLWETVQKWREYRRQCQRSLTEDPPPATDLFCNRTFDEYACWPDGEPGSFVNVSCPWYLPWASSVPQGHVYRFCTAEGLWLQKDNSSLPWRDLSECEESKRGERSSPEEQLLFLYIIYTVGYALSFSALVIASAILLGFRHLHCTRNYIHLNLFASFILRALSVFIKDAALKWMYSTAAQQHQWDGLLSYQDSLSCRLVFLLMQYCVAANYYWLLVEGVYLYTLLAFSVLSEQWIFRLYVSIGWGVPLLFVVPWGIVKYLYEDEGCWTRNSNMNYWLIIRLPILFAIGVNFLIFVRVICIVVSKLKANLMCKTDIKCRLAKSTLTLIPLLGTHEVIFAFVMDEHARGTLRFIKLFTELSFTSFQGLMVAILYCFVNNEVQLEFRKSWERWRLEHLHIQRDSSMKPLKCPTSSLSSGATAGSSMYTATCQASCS
#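 HEK293 cells stably co-expressing a cAMP-responsive luciferase reporter and constitutively active GLP-1R were seeded, incubated 12 h, then exposed to compounds for 24 h at 37 C. Luminescence was read 12 min after detection reagent; inverse agonists lower signal.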
# TDP43 rescue = rescues yeast growth from TDP-43 toxicity | TDP-43 expressing yeast growth rescue, BacTiter-Glo, 24 h | Potency, µM (series often up to 46.1 µM), for inactives: at the top dose growth rescue (activation), actives largely listed as activators | 410,000 tested, 1.8% active | AID 652104; note: % of control where 0% means no effect; nearly all actives have a fitted effect of over 50% in size
#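 Yeast cells expressing TDP-43 under galactose induction are exposed to compounds for 24 hr at 30 deg C. BacTiter-Glo luminescence measures growth, so protective compounds score as activators.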
# GLP-1R agonist = activates the human GLP-1 receptor. P43220. Potency, µM (highest dose often 45.6 µM), for inactives: top-dose activation, usual class: activators. AID 624172. HEK293 GLP-1R CRE-luciferase, luminescence, 4-6 h; cells express a hypersensitive GLP-1R form. 380,000 tested, 0.007% active; note: % of control where 0% means no effect
# KB-3-1 tox = KB-3-1 parental cell cytotoxicity; KB-3-1 viability, CellTiter-Glo ATP luminescence, 72 h; Potency, µM (top dose mostly 46.1 µM), for the others: at the highest dose activity change, negative = cytotoxic, hits mostly cytotoxic; 400,000 tested, 1.4% active; note: % is set by controls: 0 for no effect and ±100 for the full control effect; nearly all actives have a fitted effect of over 60% in size
#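 Parental KB-3-1 viability, qHTS format: 72 h compound exposure, 37 °C; CellTiter-Glo; media-only wells and DMSO plates as controls; concentration-effect fits on corrected data.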
# HEK293 tox = cytotoxic in the GLP-1 receptor inverse agonist counter-screen; HEK293 cAMP-luciferase reporter cells, luminescence, 24 h; Potency, µM (doses to about 38.3 µM), for the others: at the highest dose activity change, negative = inhibition, most hits filed as inhibitors; 410,000 tested, 0.13% active; AID 624418;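 note: loss of luciferase light is scored as toxicity; % is set by controls: 0 for no effect and ±100 for the full control effect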
#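 A 23 nL compound transfer followed 12 hours of cell culture at 37 deg C; exposure then lasted 24 hr. Luciferase assay detection reagent was dispensed and plates read for luminescence after a 12 min room-temperature wait.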
# KB-V1 cytotox = KB-V1 MDR subline cytotoxicity. 400,000 tested, 3.4% active. Potency, µM (series often up to 46.1 µM), inactives show top-dose activity change, negative = cytotoxicity, hits mostly cytotoxic. KB-V1 MDR cells viability, CellTiter-Glo, 72 h. AID 1347076; note: % is set by controls: 0 for no effect and ±100 for the full control effect; nearly all actives have a fitted effect of over 60% in size
#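 Following 72 h at 37 degrees C with compound, KB-V1 cell viability was read by CellTiter-Glo luminescence, medium being phenol-red-free DMEM plus 10% FBS; concentration-response parameters came from normalized, curve-fitted qHTS data.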
# HT1080NT lethal = kills 2HG-producing HT-1080-NT fibrosarcoma cells; HT-1080-NT fibrosarcoma viability, CellTiter-Glo ATP luminescence, 48 h; AID 686970; Potency, µM (highest dose often 46.1 µM), for the others: at the highest dose activity, negative = less viability, actives largely listed as cytotoxic; 360,000 tested, 1.6% active;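 note: NT is the 2HG producing partner of a matched IDH1 knockdown line; 0% = DMSO-treated cells and -100% = media-only wells without cells; nearly all actives have a fitted effect of over 55% in size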
#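 750 cells/well, RPMI + 5% FBS; 2 h settle, compound pin-transfer, 48 h at 37 degrees C. CellTiter-Glo 10 min RT, luminescence. Normalized to DMSO and media-only wells.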
# SW480 rereplic = inducers of DNA re-replication in SW480 colon cancer cells; Potency, µM (series often up to 46.1 µM), for the others: at the highest dose re-replication activation, most hits filed as activators; AID 624297; 340,000 tested, 1.8% active; SW480 DNA re-replication, Hoechst DNA content imaging, 48 h; note: % of control where 0% means no effect; nearly all actives have a fitted effect of over 55% in size
#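 Per well, 250 cells were exposed to pinned compound for 48 hr. Nuclear DNA was visualised with Hoechst (40 min, 37 C) and total object intensity recorded by fluorescence scanning.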
# * = called active by the depositor; ? = inconclusive; . = not tested or not shown; [ ] = remark or other dose. Calls come from the whole dose curve; as a rule, active = well fitted curve in the direction sought with a large enough effect; inconclusive = small, poorly fitted or top-dose-only effect, or another doubt; inactive = no such curve, though single readings can be large; an effect the other way counts as inactive or inconclusive. Potency is the fitted concentration of half-maximal effect.
canonical_smiles	HT1080 IDH1KD tx	GLP-1R inv ag	TDP43 rescue	GLP-1R agonist	KB-3-1 tox	HEK293 tox	KB-V1 cytotox	HT1080NT lethal	SW480 rereplic
COC(=O)c1ccc(NC(=O)CCN2CCN(c3ccccc3)CC2)cc1	-9%	5%	-2%	4%	-11%	14%	-12%	-2%	-5%
N#C/C(=C\c1ccco1)c1nc2ccccc2s1	-16%	12%	-1%	7%	4%	11%	0%	-19%	-3%
CCCCS(=O)(=O)N1CCN(S(=O)(=O)c2ccc(Cl)s2)CC1	24%	6%	3%	0%	1%	6%	-9%	21%	-2%
Cc1oc(-c2ccccc2)cc1C(=O)Nc1cccc(/C=C\C(=O)O)c1	-9%	5%	-8%	12%	6%	-15%	0%	-15%	-1%
Fc1ccc(NC(=S)Nc2cc(-c3ccccc3)[nH]n2)cc1Cl	?	?	23%	2%	-16%	13µM*	?	?	-3%
Cc1noc(C)c1S(=O)(=O)Nc1ccccc1N1CCOCC1	0%	-8%	-1%	0%	1%	2%	4%	2%	-8%
Cc1cccc(NC(=O)C23CCC(C)(/C(=N/O)C2)C3(C)C)c1 (stereo not given)	0%	-8%	13%	4%	9%	-7%	-21%	-2%	-10%
Cc1ccc(-n2nc(C(=O)N3CCCCC3C)c(=O)n(C)c2=O)cc1 (stereo not given)	.	-14%	23%[9.22 µM]	.	8%	-9%	22%	.	.
O=S(=O)(NC(CO)Cc1ccccc1)c1cc(Cl)ccc1F (stereo not given)	3%	-6%	23%	16%	5%	4%	?	0%	-3%
NC(=O)CCS(=O)(=O)c1ccc(Cl)cc1	21%	12%	0%	1%	3%	9%	5%	15%	0%
Cc1cccc(-n2c(Cc3ccccc3)nnc2SCc2nc(-c3cccs3)no2)c1	.	?	0%	.	9%	0%	-6%	.	.
CCn1cc([N+](=O)[O-])c(C(=O)N2N=C(c3ccc4ccccc4c3)CC2c2cc(Br)ccc2O)n1 (stereo not given)	?	?	-4%	-8%	?	?	?	21µM*	?
CCOC(=O)C1CCCN(c2nc3c(S(=O)(=O)c4ccc(CC)cc4)nnn3c3ccsc23)C1 (stereo not given)	.	11%	12%	.	1%	4%	-13%	.	.
COc1ccc2c(c1OC)C(=O)O[C@@H]2[C@H]1c2c(cc3c(c2OC)OCO3)CCN1C	.	.	.	8%	0%	.	?	.	?
O=C1CC(N2CCN(S(=O)(=O)c3cccc(C(F)(F)F)c3)CC2)C(=O)N1Cc1ccccc1 (stereo not given)	-22%	?	24%	-6%	-9%	-2%	0%	-2%	0%
C#CCOCCOCCOCCNc1nc(N2CCN(C(=O)CCCCCCCCCCNC(=O)[C@H](CCCCN)n3cc(C)nn3)CC2)nc(N2CCN(C(=O)CCCCCCCCCCNC(=O)[C@@H]([C@H](C)O)n3cc(C)nn3)CC2)n1	?	?	5%	6%	21µM*	?	?	10µM*	-2%
O=C(CCCn1c(SCC(=O)c2ccccc2)nc2ccccc2c1=O)NCC1CCCO1 (stereo not given)	-1%	-2%	23%	3%	0%	-19%	-15%	17%	?
CCCN(CC#CC(O)(c1ccccc1)c1cccnc1)CCC (stereo not given)	0%	-18%	9%	-2%	1%	1%	-5%	-4%	-8%
CC1S/C(=C(\C#N)C(=O)NCc2ccco2)N(c2ccc(F)cc2)C1=O (stereo not given)	9%	7%	22%	-7%	8%	5%	16%	8%	-4%
O=C(Nc1nccs1)C1CCCN1S(=O)(=O)c1ccc(Cl)cc1 (stereo not given)	9%[9.24 µM]	0%	-28%	0%	-3%	0%	-19%	-3%	-4%
CCOC(=O)N1CCC(N2Cc3cccc(C(=O)Nc4ccc(F)cc4)c3C2=O)CC1	-1%	0%	-10%	-4%	?	-15%	?	1%	6%
NC(c1csc(Nc2cc(NCCCO)ncn2)n1)c1ccccc1Cl (stereo not given)	?	-13%	?	1%	-5%	-2%	0%	?	.
COc1ccccc1-n1c(CNC(=O)c2ccco2)nnc1SCC(=O)Nc1nccs1	-12%	-30%	6%	-2%	?	-5%	9%	-1%	2%
CCC(NC(=O)C1(C)CC1(Br)Br)c1ccc(C)cc1 (stereo not given)	0%	?	?	-3%	-2%	-2%	?	1%	1%
CCCCn1c(SCC(=O)Nc2ccc(OC)cc2)nc2ccc(N3CCOCC3)cc2c1=O	-4%	0%	27%	8%	2%	12%	-16%	-1%	-6%
Cc1cc(C)n(-c2nnc(C)n2/N=C/c2ccccc2F)n1	?	7%	8%	1%	2%	5%	3%	2%	1%
CS(=O)(=O)c1ccc2nnn(OCC(=O)Nc3cccc(C#N)c3)c2c1	2%	53%[activator]	4%	5%	0%	5%	1%	0%	-24%
Cc1cccc(NC(=O)C2CCCN2S(=O)(=O)c2ccc(Cl)cc2)n1 (stereo not given)	-2%	-23%	15%	5%	0%	-29%	-15%	-4%	-2%
Cc1cc(C)n2nc(C)c(Br)c2n1	-9%	83%[activator]	17%	14%	-3%	-8%	4%	0%	?
Cc1ccc(CS(=O)(=O)CCC(=O)NCc2ccc3c(c2)OCO3)cc1	-7%	4%	-19%	5%	2%	1%	6%	-7%	-1%
COc1cc(-c2nc3cccc(C)n3c2NCC2CCCO2)ccc1O (stereo not given)	-1%	-5%[7.66 µM]	13%	1%	8%	1%[7.66 µM]	?	-6%	-5%
OCCCNc1ncnc2c1ncn2[C@H]1CN(Cc2ccc(Cl)cc2)C[C@@H](CO)O1	20%	17%	-11%	-9%	0%	4%	4%	-3%	.
COc1ccc(C(CNC(=O)c2ccc(S(=O)(=O)N3CCOCC3)cc2)N2CCCCC2)cc1 (stereo not given)	-3%	2%	-16%	-2%	-12%	-13%	0%	-3%	-6%
Cc1cccc(Cn2c(N3CCN(CCO)CC3)nc3c2c(=O)[nH]c(=O)n3C)c1	-1%	12%	2%	-4%	-11%	4%	-13%	-1%	-2%
CC(/C=N/NC(=O)c1n[nH]c2c1CCC2)=C\c1ccccc1	0.37µM*	-51%	6%	0%	0.33µM*	6%	0.21µM*	0.18µM*	0.73µM*
O=C(c1cccc(Cl)c1)N1CCC(=O)N(C(CO)Cc2ccccc2)CC1 (stereo not given)	12%	13%	14%	-4%	10%	9%	-6%	5%	-3%
Cc1ccc(OCc2nc(C#N)c(NCc3ccco3)o2)cc1	-7%	?	11µM*	12%	0%	-3%	?	-16%	2%
COC(=O)c1cc(-c2cc(OC)ccc2OC)nc2c1c(=O)n(C)c(=O)n2Cc1ccccc1	9%	10%	-18%	11%	-4%	1%	?	11%	2.3µM*
COc1cc(OC)cc(OC(=O)C2CCN(S(=O)(=O)c3ccc(OC)c(OC)c3)CC2)c1	1%	18%	-14%	7%	-2%	-4%	24%	-6%	?
CCc1ccc(Sc2cc(C(=O)NCc3ccccc3OC)c3ccccc3n2)cc1	.	?	9%	3%	-8%	-6%	?	.	.
O=C(c1cn(Cc2ccccc2)nc1-c1cccnc1)N1CCN(Cc2ccccc2)CC1	-2%	-3%	14%	-2%	0%	-1%	-6%	0%[9.24 µM]	-8%
O=C(COCc1cc(-c2cccs2)on1)N1CCN(c2cccc(Cl)c2)CC1	.	-27%	?	.	-10%	13%	?	.	.
Cc1nc(-c2ccccc2)sc1C(=O)/C=C/c1ccc(Cl)cc1	11%	-19%	18%	-2%	?	-10%	?	8%	2%
Cc1ccc(C(=O)NCCNc2ncc(C(F)(F)F)cc2Cl)cc1[N+](=O)[O-]	?	?	13%	14%	?	3%	5%	?	?
Cc1cc([N+](=O)[O-])ccc1NC(=O)c1ccc(NC(=O)C(C)C)cc1	-3%	-26%	-14%	13%	-12%	1%	20%	-9%	-1%
Cc1nc(NCCc2ccc(S(N)(=O)=O)cc2)c2c(C)c(C)sc2n1	-25%	?	2%	13%	?	36%[activator]	-16%	-13%	3%
CC(C)CCn1c(=O)c2ccccc2n2c(CN3CCCC3)nnc12	10%	33%[activator]	-10%[0.397 µM]	19%	-7%	-9%	-9%	0%	-12%
Cc1cccc(C)c1OCC(=O)Nc1nonc1-c1ccc(Br)cc1	.	?	16%	.	-22%	-18%	5%	.	.
COc1ccc(C(=O)OCC(=O)NCc2ccc3c(c2)OCO3)cc1S(=O)(=O)N1CCOCC1	5%	28%	-12%	9%	-2%	-4%	-18%	13%	-1%
O=C(OCC(=O)N1CCCC1)c1ccccc1OCc1ccccc1	17%	?	-4%	0%	-7%	-1%	2%	9%	-4%
COc1ccc(NC(=O)CCCOc2cc(=O)n(C)c3ccccc23)c(OC)c1	.	17%	-1%	.	5%	4%	-18%	.	.
COc1cc(OC)c(-n2cc(-c3ccc(OC)c(OC)c3)[nH]c2=S)cc1Cl	0%	60%[activator]	1%	-3%	?	-30%	25%	-3%	-3%
O=C(NCc1ccccc1Cl)C1CCCN1C(=O)NCc1ccccc1 (stereo not given)	8%	1%	2%	2%	2%	-2%	8%	9%	-12%

# Quoted at random: three entries already listed.
canonical_smiles	HT1080 IDH1KD tx	GLP-1R inv ag	TDP43 rescue	GLP-1R agonist	KB-3-1 tox	HEK293 tox	KB-V1 cytotox	HT1080NT lethal	SW480 rereplic
O=C(OCC(=O)N1CCCC1)c1ccccc1OCc1ccccc1	17%	?	-4%	0%	-7%	-1%	2%	9%	-4%
CCc1ccc(Sc2cc(C(=O)NCc3ccccc3OC)c3ccccc3n2)cc1	.	?	9%	3%	-8%	-6%	?	.	.
Cc1ccc(C(=O)NCCNc2ncc(C(F)(F)F)cc2Cl)cc1[N+](=O)[O-]	?	?	13%	14%	?	3%	5%	?	?

# Three entries from above, sorted by number of heavy atoms, ascending.
canonical_smiles	HT1080 IDH1KD tx	GLP-1R inv ag	TDP43 rescue	GLP-1R agonist	KB-3-1 tox	HEK293 tox	KB-V1 cytotox	HT1080NT lethal	SW480 rereplic
CC(C)CCn1c(=O)c2ccccc2n2c(CN3CCCC3)nnc12	10%	33%[activator]	-10%[0.397 µM]	19%	-7%	-9%	-9%	0%	-12%
COc1cc(-c2nc3cccc(C)n3c2NCC2CCCO2)ccc1O (stereo not given)	-1%	-5%[7.66 µM]	13%	1%	8%	1%[7.66 µM]	?	-6%	-5%
Cc1cccc(Cn2c(N3CCN(CCO)CC3)nc3c2c(=O)[nH]c(=O)n3C)c1	-1%	12%	2%	-4%	-11%	4%	-13%	-1%	-2%

# Screens as filed in PubChem.
